JMJD2A Tudor – inhibitors of human JMJD2A Tudor domain. O75164. AlphaScreen JMJD2A-Tudor / H3K4me3 peptide binding. Potency, µM (titrated, usually from 114 µM), without a hit: top-dose activity change, negative = inhibition, hits mostly inhibitors. 390,000 compounds, 4.4% hits; note: potency is the fitted concentration of half-maximal effect; % is set by controls: 0 for no effect and ±100 for the full control effect; nearly all actives have a fitted effect of over 50% in size
PGK inhibitor – inhibitors of T. brucei phosphoglycerate kinase; Potency, µM (top dose mostly 57.5 µM), without a hit: at the top dose activity change, negative = inhibition, actives largely listed as inhibitors; PGK/GAPDH coupled, Kinase-Glo luminescence, 60 min; 380,000 compounds, 0.043% hits; AID 602233; P07378; note: potency is the fitted concentration of half-maximal effect; % is set by controls: 0 for no effect and ±100 for the full control effect; nearly all actives have a fitted effect of over 60% in size
Target sequence (P07378 whole entry, looked up): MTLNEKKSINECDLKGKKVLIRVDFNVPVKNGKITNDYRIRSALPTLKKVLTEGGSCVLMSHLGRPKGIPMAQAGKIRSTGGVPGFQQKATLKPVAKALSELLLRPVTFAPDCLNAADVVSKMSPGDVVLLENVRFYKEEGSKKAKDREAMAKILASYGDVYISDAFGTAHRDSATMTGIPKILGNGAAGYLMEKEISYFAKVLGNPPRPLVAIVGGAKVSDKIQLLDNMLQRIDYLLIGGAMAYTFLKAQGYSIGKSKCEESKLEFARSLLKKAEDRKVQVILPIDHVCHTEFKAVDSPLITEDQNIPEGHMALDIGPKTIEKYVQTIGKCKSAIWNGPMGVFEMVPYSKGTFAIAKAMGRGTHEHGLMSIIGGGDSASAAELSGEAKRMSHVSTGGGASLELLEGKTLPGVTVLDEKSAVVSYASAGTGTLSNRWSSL
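Recombinant glycosomal PGK reaction used 1,3-bisphosphoglycerate generated in-well by GAPDH (100nM final) in 100mM TEA pH 7.6, 5mM MgCl2, 0.01% Tween-20. After 60 minutes at room temperature, ATP was read by Kinase-Glo Plus luminescence end-point.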
BAZ2B block – blocks human BAZ2B. Q9UIF8. AlphaScreen BAZ2B-H3K14Ac peptide displacement. Potency, µM (titrated, usually from 114 µM), inactives show at the highest dose activity change, negative = inhibition, most hits filed as inhibitors. 360,000 compounds, 4.4% hits. AID 504333; note: potency is the fitted concentration of half-maximal effect; % is set by controls: 0 for no effect and ±100 for the full control effect; nearly all actives have a fitted effect of over 60% in size
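AlphaScreen luminescence quantifies BAZ2B engagement of H3K14Ac peptide; the protein and biotinylated peptide are both at 50 nM final, buffer PBS pH 7.4 with 0.01% Tween-20, all steps at room temperature.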
GLS inh – blocks human kidney-isoform glutaminase activity; O94925; GLS enzymatic activity, qHTS titration; Potency, µM (doses to about 45.5 µM), without a hit: top-dose activity change, negative = inhibition, most hits filed as inhibitors; 410,000 compounds, 0.21% hits; AID 624170; note: potency is the fitted concentration of half-maximal effect; % is set by controls: 0 for no effect and ±100 for the full control effect
Target sequence (O94925 whole entry, looked up, canonical isoform): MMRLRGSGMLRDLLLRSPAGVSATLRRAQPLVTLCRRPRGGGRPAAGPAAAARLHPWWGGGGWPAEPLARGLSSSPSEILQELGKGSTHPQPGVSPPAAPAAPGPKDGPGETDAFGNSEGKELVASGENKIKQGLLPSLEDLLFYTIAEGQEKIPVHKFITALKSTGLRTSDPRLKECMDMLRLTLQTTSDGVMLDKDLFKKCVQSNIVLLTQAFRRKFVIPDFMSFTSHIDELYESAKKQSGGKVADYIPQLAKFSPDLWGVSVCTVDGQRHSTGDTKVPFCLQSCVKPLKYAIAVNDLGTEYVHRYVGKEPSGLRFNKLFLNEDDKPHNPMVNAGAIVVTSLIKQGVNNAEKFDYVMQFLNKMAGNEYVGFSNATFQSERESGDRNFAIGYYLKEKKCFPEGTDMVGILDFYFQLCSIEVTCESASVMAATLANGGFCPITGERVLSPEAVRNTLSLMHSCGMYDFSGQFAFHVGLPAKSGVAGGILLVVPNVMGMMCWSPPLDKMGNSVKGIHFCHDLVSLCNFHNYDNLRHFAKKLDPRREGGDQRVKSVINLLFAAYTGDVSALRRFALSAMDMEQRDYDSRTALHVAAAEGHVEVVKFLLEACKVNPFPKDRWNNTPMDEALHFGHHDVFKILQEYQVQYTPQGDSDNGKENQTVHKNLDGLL
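Glutamate formation by hKGA was monitored fluorometrically using coupled glutamate oxidase, HRP and Amplex Red. Substrate was added as 1 mM L-glutamine solution; incubation was 30 min at RT after an initial read.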
Pol eta inh – inhibitors of human DNA polymerase eta. recombinant Pol eta, fluorescent DNA replication assay. 390,000 compounds, 1.2% hits. Potency, µM (doses to about 114 µM), for the others: top-dose activity change, negative = inhibition, actives largely listed as inhibitors; note: potency is the fitted concentration of half-maximal effect; % is set by controls: 0 for no effect and ±100 for the full control effect
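Pol eta at 10 nM preincubated with compounds 15 min at room temperature; reaction started with fluorescent substrate (50 nM final) and read kinetically at 0 and 10 min.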
G9a inh – G9a (human) methyltransferase inhibition | Q96KQ7 | Potency, µM (series often up to 102 µM), inactives show at the highest dose activity, negative = inhibition, actives largely listed as inhibitors | 350,000 compounds, 8.8% hits | AID 504332 | G9a H3K9 monomethylation, AlphaScreen, 2 h; note: potency is the fitted concentration of half-maximal effect; % is set by controls: 0 for no effect and ±100 for the full control effect; nearly all actives have a fitted effect of over 75% in size
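Chemiluminescent proximity detection of H3K9 monomethylation, read after 10 min bead incubation in the dark. Reaction: 20 nM G9a, 500 nM biotin-H3K9 peptide, 20 uM SAM cofactor, 2 h, room temperature, following 15 min enzyme-compound preincubation.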
Pin1 inh – human Pin1 inhibition; Q13526; Pin1 FP peptide displacement, HiFluor488, 10 min; Potency, µM (series often up to 115 µM), inactives show at the highest dose activity, negative = inhibition, most hits filed as inhibitors; 390,000 compounds, 0.009% hits; AID 504891; active = well fitted inhibition curve with a large enough effect in the polarisation, with a control signal flat, not every such curve was filed as active; inconclusive = small, poorly fitted or top-dose-only effect, or effect the other way, or a change in a side signal; inactive = no such curve, though single readings can be large or run the other way; the % refers to the polarisation; note: potency is the fitted concentration of half-maximal effect; % is set by controls: 0 for no effect and ±100 for the full control effect
HP1b chromo inh – HP1-beta chromodomain-methylated histone interaction inhibition; P83916; AlphaScreen HP1-beta / biotin-H3K9me3 peptide binding; Potency, µM (doses to about 114 µM), inactives show top-dose activity change, negative = inhibition, hits mostly inhibitors; 390,000 compounds, 0.56% hits; AID 540317; note: potency is the fitted concentration of half-maximal effect; nearly all actives have a fitted effect of over 70% in size; inactives centre near 23
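AlphaScreen: HP1-beta (50 nM) preformed 30 min with biotin-H3(1-18)K9me3 peptide (50 nM) in PBS pH 7.4, 0.01% Tween-20. Compound added for 30 min at RT, then streptavidin donor/nickel chelate acceptor beads (10 ug/mL) for 30 min.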
PI4K2A inh – inhibitors of human PI4K2A; purified PI4K2A, ADP-Glo luminescence, 1 h; stronger effect = lower value; activity change, negative = inhibition, % at 76.9 µM; 420,000 compounds, 0.13% hits; in the data active = activity change below about -50%; inconclusive = mostly about -30% to -49%;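 note: -100% = wells without enzyme as full effect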
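ADP-Glo luminescence measured ADP generated by PI4K2A enzyme (4 ug/mL before mixing) with 1.2 mM PI substrate (pre-mix) and 300 microM ATP (pre-mix). Tris pH7.5 buffer with MgCl2, Triton X-100; 1 h reaction at ambient temperature.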
The depositor's hits bear a star; i = inactive; ? = inconclusive; nt = not tested or not shown; [ ] = dose if it differs, or a comment. Unless noted, calls come from the whole dose curve; as a rule, active = well fitted curve in the direction sought with a large enough effect; inconclusive = small, poorly fitted or top-dose-only effect, or another doubt; inactive = no such curve, though single readings can be large; an effect the other way counts as inactive or inconclusive.

SMILES	JMJD2A Tudor	PGK inhibitor	BAZ2B block	GLS inh	Pol eta inh	G9a inh	Pin1 inh	HP1b chromo inh	PI4K2A inh
O=C(Nc1ccncc1)c1ccc(F)cc1	-3%	-2%	4%	8%	4%	-1%	-15%	22%	-11
Cc1ccc(CNC(=O)c2oc3ccc(S(=O)(=O)N4CCC5(CC4)OCCO5)cc3c2C)cc1	12%[57.1 µM]	-4%	8%	1%	-17%	?	47%[activator]	25%	3
CC(NC(=O)Nc1ccc(F)cc1F)c1ccncc1 (centres undefined)	9%	9%	3%	nt	-5%	5%[12.7 µM]	4%	30%[activator]	-3
Cc1cccc(C(=O)OCC(=O)NCc2ccc3c(c2)OCO3)c1C	-14%	-8%	nt	3%	-19%	nt	6%	46%[activator]	-3
CC(C)=CCN1CCN(Cc2ccc(C#CC(C)(C)O)s2)CC1CCO (centres undefined)	-11%	-2%	-11%	-8%	-15%	18%	-9%	27%	2
CC(=O)C1=C(C)NC(SCC(=O)c2ccccc2)=C(C#N)C1CC(C)C (centres undefined)	56µM*	-8%	?	-6%	-18%	?	0%	44%[activator]	-4
O=C(N/C(=C\c1ccco1)C(=O)N1CCCC(CO)C1)c1ccccc1 (centres undefined)	-13%	-8%	-2%	-1%	-9%	-10%	4%	5%	-2
COc1cc(-c2cc(=O)c3c(C)cc(O)cc3o2)cc(OC)c1OC	-7%	-5%	nt	-3%	?	nt	-6%	21%	2
CCOC(=O)c1cc(-c2ccccc2)sc1NC(=O)c1cc(OC)c(OC)c(OC)c1	5%	3%	-2%	-2%	-11%	2%[59 µM]	-6%	63%[activator]	1
CCn1cc(C2=NC(c3ccccc3)CO2)c2ccccc21 (centres undefined)	-1%	-3%	0%	1%	-14%	-5%	-3%	41%	-1
CCc1ccc(NC(=S)N2CCNC(=O)C2CC(=O)OC)cc1 (centres undefined)	-6%	-9%	-11%	3%	-15%	-3%	-7%	30%	2
Cc1ccc(C)c(NC(=O)c2cc(S(=O)(=O)NCCC3=CCCCC3)ccc2F)c1	-19%	i	1%	-12%	-7%	-1%[59 µM]	1%	-5%	5
O=C(Cn1nc(N2CCN(c3ccccc3)CC2)ccc1=O)NCc1ccccc1F	-21%	-11%	-11%	21%	2%	1%[59 µM]	1%	13%	-5
Cc1cn(C)c(CC(=O)N2CCN(c3ccccc3F)CC2)c1C(=O)O	-11%	2%	-5%	2%	6%	-3%[59 µM]	-3%	17%	-2
O=C(COc1ccc(S(=O)(=O)N2CCCCC2)cc1)Nc1ccccc1F	-6%	-8%	4%	-1%	-22%	21%[12.7 µM]	6%	34%	-2
COC(=O)c1ccccc1NC(=O)c1ccc(COc2ccccc2)o1	27%	-7%	8%	9%	3%	12%[59 µM]	26%	144%[activator]	-1
Cc1ccc(C)c(N2CCN(C(=S)Nc3ccc4nc(N5CCN(C)CC5)cc(C)c4c3)CC2)c1	-21%	-6%	-18%	7%	-14%	40µM*	-10%	38%	-2
NC1=NCC(O)=C1c1nc2ccccc2[nH]1	-15%	10%	-37%	?	5%	42%	0%	27%	-4
CC1CN(C(=O)c2ccccc2)C(=Nc2cccc(S(=O)(=O)N(C)C)c2)S1 (centres undefined)	-24%	-1%	11%	3%	-15%	10%	-8%	24%	6
CN(C)c1nc(N)nc(CSc2n[nH]c(-c3ccccc3)n2)n1	21%	0%	-7%	0%	11%	5%[12.7 µM]	6%	17%	-11

Individual results from the entries so far.
Pol eta inh, O=C(Cn1nc(N2CCN(c3ccccc3)CC2)ccc1=O)NCc1ccccc1F is entered as 2%
HP1b chromo inh, CCn1cc(C2=NC(c3ccccc3)CO2)c2ccccc21 (centres undefined) is entered as 41%

Continued:
SMILES	JMJD2A Tudor	PGK inhibitor	BAZ2B block	GLS inh	Pol eta inh	G9a inh	Pin1 inh	HP1b chromo inh	PI4K2A inh
Cc1nc(C)n(C)c(=O)c1-c1ccccc1	-4%	i	0%	-11%	-16%	-10%	-2%	44%[activator]	0
CCOC(=O)c1c(C)[nH]c(C(=O)COC(=O)C(C)Oc2ccc(Cl)cc2Cl)c1C (centres undefined)	5%	-5%	-22%	5%	-19%	0%[59 µM]	10%	15%	-2
CCOc1cc(C2C(C(=O)c3ccc(C)cc3)=C(C(=O)OC)Nc3nnnn32)ccc1O (centres undefined)	-10%	4%	-5%	13%	-14%	-17%	-10%	10%	0
CCN1CCN(Cc2nc3cc(NC(=O)c4cc(OC)c(OC)c(OC)c4)ccc3n2CC)CC1	-16%	-6%	-8%	-18%	-7%	?	-6%	5%	2
O=C1NN(c2ccccc2)C(=O)C1=Cc1ccccc1	nt	i	nt	-18%	8%	nt	nt	nt	4
Cc1cccc(N2CCN(CC(=O)N(C)Cc3ccccc3)CC2C)c1 (centres undefined)	-31%	0%	-9%	12%	0%	-12%	4%	23%	-1
O=c1[nH]nc(Cc2ccc(-c3ccccc3Cl)o2)c2ccccc12	0%	-10%	-1%	-11%	-13%	6%[59 µM]	-14%	?	3
O=[N+]([O-])c1ccc(N/N=C/c2sc(N3CCOCC3)nc2-c2ccccc2)c(S(=O)(=O)Nc2ccc(Cl)cc2)c1	?	i	11µM*	16%	-14%	40µM*	?	?	0
COc1ccccc1C(=O)NCC(c1cccnc1)N1CCc2ccccc2C1 (centres undefined)	-18%	-3%	-1%	8%	-12%	2%[59 µM]	9%	24%	2
CCc1nn(C(CC)C(=O)NCC(C)c2ccccc2)c(=O)c2cc3occc3n12 (centres undefined)	-15%	-1%	-8%	1%	-21%	11%[12.7 µM]	2%	53%[activator]	-13
Cc1ccc(NC(=O)CCSCCC(=O)Nc2ccc(C)c(C)c2)cc1C	-11%	-3%	-31%	3%	-2%	24%[12.7 µM]	34%[activator]	22%	-5
CC(O)CNc1nc2ccccc2n1CC(=O)NCC(F)(F)F (centres undefined)	-5%	i	-8%	-4%	-11%	-3%	1%	14%	-7
COc1cc(OC)cc(C(=O)NCCc2csc(-c3ccc(C(F)(F)F)cc3)n2)c1	-15%	1%	4%	-4%	-20%	9%[59 µM]	?	21%[57 µM]	2
Nc1c(C(=O)NC2CC2)sc2nc3c(c(-c4ccco4)c12)CC/C3=C/c1ccco1	7.1µM*	?	0%	1.8µM*	0.71µM*	3.2µM*	nt	14µM*	-74*
CS(=O)(=O)Nc1ccc(-c2nnc3n2CCCCC3)cc1	-25%	i	-11%	-2%	-10%	-6%[2.33 µM]	-1%	12%	-5
COc1ccc(S(=O)(=O)N2CCC(C(=O)Nc3ccccc3N3CCCC3)CC2)cc1OC	-22%	-8%	-36%	11%	-12%	45µM*	-8%	11%	-1
Cc1nc2ccccn2c1C(=O)N/N=C/c1ccc(CNC(=O)C(=O)Nc2ccccc2)o1	-24%	3%	-24%	6%	?	8%[59 µM]	20%	14%	-3
O=[N+]([O-])c1ccc(F)cc1OCc1cccc(S(=O)(=O)N2CCOCC2)c1	-17%	-7%	7%	-4%	-9%	?	6%	12%	1
Cc1c(NC(=O)c2cc(S(=O)(=O)N3CCCCC3)ccc2Cl)c(=O)n(-c2ccccc2)n1C	-16%	8%	nt	17%	-5%	nt	1%	4%	-4
COc1cccc(NC(=O)NCCCSC2CCCCC2)c1	-10%	2%	-7%	5%	-20%	5%[59 µM]	1%	4%	7
O=C(CSc1nnc2ccc(-c3ccncc3)nn12)Nc1ccc(F)cc1	-4%	i	-26%	3%	-5%	6.3µM*	0%	4%	-5
Cc1cccc(Oc2ccccc2NC(=O)CN2C(=O)NC3(CCCC3)C2=O)c1	-8%	6%	7%	0%	-24%	?	4%	17%	-12
CCCS(=O)(=O)N1CC(=O)N(c2cc(C)cc(C)c2)C(C)(C(=O)NC2CCCCCC2)C1 (centres undefined)	-20%	i	3%	-11%	0%	0%[59 µM]	1%	-6%	2
O=C(Nc1ccc2nc(-c3ccccn3)c(-c3ccccn3)nc2c1)N1CCOCC1	4%	6%	-9%	1%	?	4%	-11%	37%	8
COc1ccc(N2C(=O)CSC23C(=O)N(Cc2ccc(C)cc2)c2ccccc23)cc1Cl (centres undefined)	-19%	i	13%	-9%	-14%	1%[59 µM]	16%	67%[activator]	-3
CN1CCN(NC(=O)c2cc(-c3ccc(Cl)s3)nc3ccccc23)CC1	-19%	-7%	2%	22%	-1%	-17%	0%	-8%	0
COC(=O)C1CCN(C(c2ccc(OC)c(OC)c2)c2sc3nc(C)nn3c2O)CC1 (centres undefined)	-8%	-10%	6%	-6%	-10%	?	-2%	44%[activator]	1
C/C=C/C(=O)OCC(=O)Nc1cccc(Br)c1	-2%	i	2%	2%	-16%	8%	-6%	24%	0
COc1ccc(CCNC(=O)CSc2cn(CCNC(=O)c3c(F)cccc3F)c3ccccc23)cc1OC	-10%	-5%	?	6%	-12%	-1%[59 µM]	1%	9%	3
Cc1ccc(C(=O)CSc2cc(C)nc(SCC(=O)c3ccccc3)n2)cc1	22%	i	-4%	7%	-15%	33%[12.7 µM]	24%	56%[activator]	-15
O=C(NCCn1cc(SCc2cccc(F)c2)c2ccccc21)c1cccc(C(F)(F)F)c1	-3%	-7%	6%	3%	-23%	59%[activator][59 µM]	0%	112%[activator]	-7

3 consecutive records out of the list so far, for reference:
SMILES	JMJD2A Tudor	PGK inhibitor	BAZ2B block	GLS inh	Pol eta inh	G9a inh	Pin1 inh	HP1b chromo inh	PI4K2A inh
COc1ccc(CCNC(=O)CSc2cn(CCNC(=O)c3c(F)cccc3F)c3ccccc23)cc1OC	-10%	-5%	?	6%	-12%	-1%[59 µM]	1%	9%	3
Cc1ccc(C(=O)CSc2cc(C)nc(SCC(=O)c3ccccc3)n2)cc1	22%	i	-4%	7%	-15%	33%[12.7 µM]	24%	56%[activator]	-15
O=C(NCCn1cc(SCc2cccc(F)c2)c2ccccc21)c1cccc(C(F)(F)F)c1	-3%	-7%	6%	3%	-23%	59%[activator][59 µM]	0%	112%[activator]	-7

Compound activity deposited in PubChem BioAssay by National Center for Advancing Translational Sciences (NCATS).

These rows are one share of the data (hit frequency here may not be typical).
